Bioassay records deposited in PubChem by several laboratories.
MRP1 act – activates MRP-1. H69AR cells + doxorubicin, viability rescue, CellTiter-Glo. viability increase, % at 10 µM. hit rate 0.61% among 140,000. AID 799;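 active = viability gain under doxorubicin at or above a set limit, the compound median plus 3 SD, cut at about 4.7% in these data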;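 note: MRP-1 overexpressing cells given doxorubicin 25 µM after compound pretreatment; 18-22 h compound pretreatment then 72 h with doxorubicin before readout; 0% = doxorubicin-only wells and 100% = vehicle-treated cells without doxorubicin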
NPY Y2 blocker – NPY-Y2 (human) receptor antagonism; NPY-Y2 expressing cells, antagonist mode; hit rate 0.99% among 140,000; P49146; AID 793; inhibition, % at 2.7 µM; in the data active = inhibition above about 17%;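 note: 0% = vehicle with agonist challenge and 100% = reference antagonist with challenge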
Target sequence (P49146 whole entry, looked up): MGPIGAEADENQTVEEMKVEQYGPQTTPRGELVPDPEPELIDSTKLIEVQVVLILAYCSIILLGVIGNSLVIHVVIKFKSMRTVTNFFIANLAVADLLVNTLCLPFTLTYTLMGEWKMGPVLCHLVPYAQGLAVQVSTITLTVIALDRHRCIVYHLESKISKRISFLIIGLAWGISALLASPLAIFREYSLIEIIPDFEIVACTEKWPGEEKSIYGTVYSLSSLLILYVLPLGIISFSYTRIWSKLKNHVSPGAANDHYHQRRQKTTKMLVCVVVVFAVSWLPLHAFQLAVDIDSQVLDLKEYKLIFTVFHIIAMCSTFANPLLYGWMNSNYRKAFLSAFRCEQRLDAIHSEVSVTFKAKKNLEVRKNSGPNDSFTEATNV
Yeast lifespan up – extends the lifespan of yeast | inhibition of the nicotinamide effect, % at 10 µM | hit rate 0.68% among 130,000 | S. cerevisiae growth with nicotinamide, OD615; deaD strain in restrictive glucose medium;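 active = inhibition above a set limit, placed 3 SD over the median of all compounds, cut at about 26% in these data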;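 note: 0% = nicotinamide-treated wells and 100% = cells grown without nicotinamide; some compounds called inactive have numbers as strong as hits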
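Assay system: DeaD-strain S. cerevisiae. Medium: CSMM-D glucose medium, restrictive. Reagent: nicotinamide, 1.5 mM, co-present with compound. Compound: 10 µM single point, 0.25% DMSO. Schedule: culture preincubation 4 h, compound exposure 48 h, both 30 °C. Detection: absorbance at 615 nm.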
E-sel TNF inh – TNF alpha driven E-selectin expression inhibition; HUVEC TNFa-induced E-selectin immunofluorescence, high content; inhibition, % at 2 µM; hit rate 0.71% among 120,000;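 active = inhibition above the batch mean plus 3 SD, and confirmed as a hit on visual image review, cut at about 43% in these data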;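 note: 0% = TNF-stimulated DMSO wells and 100% = unstimulated control wells; not every result past the cut was called active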
Yeast growth inh – chemicals that inhibit yeast BB579 growth in restrictive medium (lifespan-shortening candidates); S. cerevisiae BB579 growth, OD615, 48 h; inhibition, % at 10 µM; hit rate 0.51% among 140,000; AID 804;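 active = inhibition above a set limit, 3 SD over the mean compound inhibition, cut at about 44% in these data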; note: inactives centre near -24
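controls = amphotericin B 10 µg/mL, positive | assay system = DeaD yeast strain BB579 | schedule = 48 h compound exposure at 30 °C after 4 h preincubation | detection = OD615 turbidity measurement | medium = restrictive CSMM-D medium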
Phagocyt inh – inhibitors of macrophage phagocytosis; hit rate 0.07% among 110,000; AID 1029; J774A.1 macrophage IgG-bead phagocytosis, imaging; inhibition, % at 5 µM;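 active = inhibition above the mean of the plate negative controls plus 5 SD, cut at about 13% in these data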;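 note: phagocytic index as fraction of beads internalized from green versus red external bead signal; plate controls were DMSO negative control for no effect and cytochalasin-D positive control for full effect; some results beyond the cut were filed as inactive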
bCat KO growth – beta-catenin-lacking colon tumor cell growth suppression; hit rate 1.5% among 140,000; HCT116 beta-catenin knockout viability, CellTiter-Glo, 60 h; active compounds read low; viability, % at 10 µM;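 active = viability at or under a set limit, the compound median less 4 SD, cut at about 6% in these data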;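 note: 0% = Hyamine 1622 control at 20 µM and 100% = untreated cell control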
Measles CPE – protection of cells from measles virus. Measles virus-infected cells, CPE protection, absorbance. protection (pct of control), % at 4 µM. hit rate 1.5% among 140,000. AID 841; in the data active = protection mostly above about 24%, no sharp cut-off; inactive = mostly below about 26%; note: some compounds called inactive have numbers as strong as hits
GALR2 antag – antagonists of human galanin receptor 2 (GALR2). O43603. GALR2-expressing cells, antagonist mode. inhibition, % at 4 µM. hit rate 0.39% among 140,000; in the data active = inhibition above about 27%;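 note: cells stimulated with galanin 1-16 at roughly its EC80; 0% = agonist challenge control and 100% = basal control without agonist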
Target sequence (O43603 whole entry, looked up): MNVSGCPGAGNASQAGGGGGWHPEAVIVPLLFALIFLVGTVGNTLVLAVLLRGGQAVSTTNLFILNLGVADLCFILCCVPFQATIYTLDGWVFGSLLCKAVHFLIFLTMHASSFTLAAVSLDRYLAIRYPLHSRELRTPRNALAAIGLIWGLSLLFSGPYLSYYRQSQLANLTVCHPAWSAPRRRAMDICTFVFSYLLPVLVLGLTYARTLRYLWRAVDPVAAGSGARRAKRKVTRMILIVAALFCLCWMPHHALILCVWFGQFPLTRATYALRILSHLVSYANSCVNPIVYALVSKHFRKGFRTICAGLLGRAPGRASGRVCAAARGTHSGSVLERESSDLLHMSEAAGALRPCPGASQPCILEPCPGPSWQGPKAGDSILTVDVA
HCT116 PTEN-null – PTEN-deleted cell growth suppression; HCT116 PTEN-null viability, CellTiter-Glo, 60 h; active compounds read low; viability, % at 10 µM; hit rate 1.2% among 140,000; AID 827;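 active = viability at or below a set limit, 4 SD under the median of all tested compounds, cut at about 3.7% in these data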;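 note: PTEN knockout HCT116 line with beta catenin targeted HCT116 as companion control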
Numbers without * were called inactive; / = not tested or not shown.

entry	compound	MRP1 act	NPY Y2 blocker	Yeast lifespan up	E-sel TNF inh	Yeast growth inh	Phagocyt inh	bCat KO growth	Measles CPE	GALR2 antag	HCT116 PTEN-null
1	CCCCCC(=O)Nc1sc(C)c(C)c1C#N	-3.4	4	-8	-12	-15	1	73	10	-5	72
2	O=C1N(CN2CCC3(CC2)OCCO3)c2ccccc2C12OCCCO2	-2.3	1	-9	9	1	0	76	3	22	79
3	C=CCOc1c(Br)cc(CNc2ccc(NC(=O)C(C)C)cc2)cc1OCC	-0.4	4	7	14	-7	2	20	8	10	17
4	CCSc1nnc(NC(=O)CSc2nccn2-c2cc(C)cc(C)c2)s1	2.0	3	0	26	-30	0	101	16	5	97
5	CC1CC(C)CN(C(=O)COC(=O)c2ccc[nH]c2=O)C1 (centres undefined)	-0.8	2	-5	-5	-1	/	92	3	-5	92
6	Nc1nc(Br)c2c(F)cccc2c1-c1ccc(F)cc1	-1.0	5	-11	9	-40	/	94	5	5	81
7	Cc1noc(C)c1COc1cccc(C(=O)Nc2ccc(C#N)cc2)c1	-0.9	-1	-15	12	-2	0	79	13	2	77
8	O=[N+]([O-])c1ccc(O)c(/C=N/n2cnc3ccccc32)c1	5.2*	-7	-6	/	-23	-14	78	3	3	75
9	Cc1cccc(C#N)c1NC1=CC(=O)CC(C)(C)C1	-0.9	4	-1	38	0	0	103	15	-4	97
10	COc1cccc(-c2cc(C(=O)N3C(C)CCCC3C)no2)c1 (centres undefined)	0.6	10	-15	5	-32	-1	68	6	6	60
11	CCOc1ccc2c(c1)s/c(=N\S(=O)(=O)c1ccc(OC)cc1)n2C(F)F	-2.0	3	-2	-37	-29	-1	87	11	-2	86
12	CC(C)C(C(=O)Nc1sc2c(c1C#N)CCCCC2)N1C(=O)c2ccccc2C1=O (centres undefined)	-4.1	4	-13	12	-53	-1	96	56*	-8	84
13	c1ccc(Cc2nn3c(COc4ccccc4)nnc3s2)cc1	0.1	7	-14	-5	-36	-1	95	4	-2	102
14	COc1ccc2c(c1)C(=O)OC2CC(=O)O (centres undefined)	0.6	1	-6	5	-19	-1	86	8	-20	95
15	CCN(CC)CC(=O)n1c2c(c3ccccc31)CCCC2	0.0	7	-10	-33	10	0	90	5	10	87
16	CCOC(=O)CCC(=O)c1c(C)oc2ccc(OC)cc12	-1.4	3	-16	-8	-58	2	96	8	-9	103
17	CC(NC(=O)CCc1ccccc1)c1cc2c(cc1Cl)OCCO2 (centres undefined)	-0.4	1	1	-3	-1	0	84	6	-3	82
18	O=c1oc(-c2ccccc2)nc2sc3c(c12)CCC3	-0.2	3	-3	-6	-46	1	89	18	-5	84
19	Cc1ccc(-c2nnn(CC(=O)O)n2)cc1	-0.5	9	-9	3	-74	/	99	15	-18	109
20	CCc1nnc(NC(=O)CSc2nnc(C3CCCCC3)n2-c2cccc(Cl)c2)s1	-3.9	2	-7	2	-33	/	93	10	3	86
21	CCOC(=O)c1c(-c2cccs2)csc1NC(=O)c1ccco1	0.7	3	/	-3	-38	/	91	11	-3	93
22	O=C(OCC(=O)N1CCCc2ccccc21)c1ccc(Cl)nc1	-1.1	0	-5	12	-14	-12	100	4	5	102
23	CCOC(=O)CCSc1nc(-c2ccccc2)cc(C(F)(F)F)n1	-3.3	3	/	-12	-49	/	89	4	-5	98
24	CCC(=O)NCCNC(=O)c1c(SC)nsc1SC	-1.6	-2	-16	51	-43	/	96	10	5	91
25	CC(C)CCn1c(CN2CCOCC2)nc2c1c(=O)n(C)c(=O)n2C	-3.5	-2	4	-5	3	2	96	3	7	100
26	O=C(NNC(=O)c1sccc1-n1cccc1)c1ccc(Cl)cc1	1.6	2	-4	-17	-60	0	102	6	9	114
27	CCOC(=O)c1sc(C)c2c1NC1(CCCCCC1)NC2=O	-0.9	-1	-5	10	-24	0	107	26	3	99
28	O=C(/C=C/c1ccccc1)NC(NC(=S)Nc1ccc(Cl)cc1Cl)C(Cl)(Cl)Cl (centres undefined)	-5.5	3	9	/	-25	-11	40	15	5	26
29	c1ccc(-c2noc(CSc3nnnn3-c3ccccc3)n2)cc1	1.7	5	-10	-6	8	1	98	9	-5	102
30	O=C(/C=C/c1ccccc1)NCCSCc1ccc(Cl)cc1	-0.9	13	1	/	-23	/	92	3	-7	94
31	O=C(CSc1nnnn1Cc1ccccc1)Nc1ccc2c(c1)OCCO2	-0.8	4	-9	-29	-42	3	93	3	0	102
32	O=C(CCCC(=O)N(CC(=O)NC1CCCCC1)Cc1ccco1)Nc1ccccn1	-0.3	1	-6	-26	4	-2	98	3	3	94
33	CCOC(=O)C1=C(CC)OC(N)=C(C#N)C1c1cc(OC)ccc1OC (centres undefined)	-3.0	3	-1	94*	-16	-1	93	16	5	93
34	COc1cccc(/C=N/NC(=O)c2ccc(OCc3cccc(Br)c3)cc2)c1	-1.9	6	-23	19	-56	/	61	2	-14	68
35	CCC(=O)Nc1ccc(N2CCC(C)CC2)cc1	-6.0	3	/	-16	-11	/	89	9	10	96
36	CC(=O)/C(=N\Nc1ccc(Cl)cc1)Sc1nnc(-c2ccccc2)n1-c1ccccc1	-3.4	5	-1	-45	-39	-8	72	9	1	66
37	COc1cccc2sc(Nc3nc(-c4ccccn4)cs3)nc12	-6.7	-1	-4	14	88*	1	4.3*	12	18	2.6*
38	O=C(NC1CCCCC1)C(c1ccc(Cl)cc1)N1CCC2(CC1)OCCO2 (centres undefined)	-0.6	2	-5	-18	-36	-5	107	8	-9	95
39	Cc1cccc(NC(=O)c2ccc(OCC3CCCO3)cc2)c1C (centres undefined)	-1.1	2	-2	12	-15	4	93	23	1	86
40	COc1ccc(NC(=O)CN(c2cccc(F)c2)S(C)(=O)=O)cc1OC	-1.3	1	-5	-8	-28	-1	85	8	-2	106
41	COc1ccc(OCc2nnc(SCC(=O)N3c4ccccc4Sc4ccc(Cl)cc43)o2)cc1	15*	8	-17	-30	-55	/	85	21	5	67
42	CCC1CCCCN1CC(=O)c1c(C)[nH]c2ccccc12 (centres undefined)	-2.3	4	-10	-35	-14	-1	80	6	11	86
43	Cc1nc(C(=O)Nc2ccc(Cl)cc2Cl)nn1-c1cc(OC(C)C)c(Cl)cc1Cl	2.9	1	4	31	-52	/	91	16	4	76
44	Cc1ccc(Cn2c(=S)[nH]c3ccc(N4CCOCC4)cc3c2=O)o1	-1.6	1	-7	-21	-30	6	85	7	7	76
45	NC(=O)C1(N2CCCCC2)CCN(c2nc(-c3ccccc3)cs2)CC1	-4.2	-3	-29	6	-47	-1	60	13	-13	65
46	Cc1cccc(-c2nnc(SCC(=O)Nc3cccc(C(=O)N4CCOCC4)c3)n2C)c1	-0.2	1	-1	/	-10	-4	94	7	-3	101
47	O=C(COC(=O)C1Cc2ccccc2CN1C(=O)c1ccccc1Cl)Nc1ccc(N2CCOCC2)cc1 (centres undefined)	-2.5	3	-3	-14	-30	-3	86	4	0	90
48	COc1ccc(NC(=S)Nc2cc(S(=O)(=O)N3CCCCC3)ccc2OC)cc1	-2.3	1	-2	/	-12	-3	96	3	1	99
49	CS(=O)(=O)Nc1ccc(C(=O)NCc2ccccn2)cc1	-3.4	-2	-11	-20	7	0	100	6	1	95
50	O=C(CSC1=NCCS1)NC1CCCC1	-3.0	1	-11	-23	1	/	111	27	14	95
51	Cc1ccc(N2C(=O)c3ccccc3C2(O)c2ncc[nH]2)cc1 (centres undefined)	-2.8	-1	-14	14	18	0	101	4	2	94
52	COCCOC(=O)C1=C(C)NC(=O)NC1c1cccs1 (centres undefined)	-1.6	1	-13	/	-33	1	97	4	3	96
53	CC1CCCCC1NC(=O)Cn1[nH]c(=O)c2ccccc2c1=O (centres undefined)	-0.2	2	-5	8	-36	-1	87	16	19	96
54	Cc1cc(C)nc(N/C(=N\S(=O)(=O)Cc2ccccc2)Nc2cccc(Cl)c2C)n1	-3.1	1	1	/	-17	0	84	8	5	89
55	O=C(CCn1ccc([N+](=O)[O-])n1)NC1CCCCCC1	-1.4	1	4	/	-8	-4	91	25	1	83
56	C/C(CC(=O)Nc1ccccc1-c1ccccc1)=N\NC(=O)COc1ccc(C)cc1Br	-3.2	7	-18	7	-6	-1	107	26	-3	100
57	CCCSc1nnc(CSc2nc3nc(C)cc(C)n3n2)o1	-1.6	4	-2	3	-19	/	88	10	20	96
58	CC(=O)c1cccc(NC(=O)Nc2ccc(C(=O)N3CCCC3)cc2)c1	-0.8	-2	-4	-11	-20	/	87	10	-12	96
59	CC(=O)OC1CSc2nc3ccccc3n2C1 (centres undefined)	-1.6	2	-6	15	-24	/	94	2	7	99
60	COc1ccc(C2N(c3cc(Cl)ccc3OC)C(=O)C3CCCN32)cc1OC (centres undefined)	-0.8	4	-7	-2	-38	0	95	4	-20	98
